EphA4 KYL inhibition = inhibitors of EphA4 binding to KYL peptide, primary screen, biochemical, colorimetric, mouse EphA4 (AID 689). EphA4-AP binding to KYL peptide, pNPP A405; higher % means a stronger effect. inhibition, % at 10 µM, or IC50 in µM where a hit was titrated. actives 0.1% (n = 62,000); in the data active means a potency from the dose series; inactive means the rest, 99 in 100 with inhibition below about 22%
* = called active by the depositor. Not all compounds are listed; rates above refer to the full screens.

SMILES	EphA4 KYL inhibition
O=[N+]([O-])c1ccccc1CNC(Cc1ccccc1)c1ccccc1 (stereo unspecified)	-22%
COc1ccc(OC)c(-n2c(SCC(=O)NCc3ccco3)nnc2-c2c[nH]c3ccccc23)c1	0%
COc1cc(S(=O)(=O)NCCc2ccc3c(c2)OCO3)ccc1-n1cnnn1	0%
COc1cccc2cc(C(=O)N3CCc4ccccc4C3)c(=O)oc12	-17%
Cc1ccc(S(=O)(=O)c2cc3c(=O)n4ccccc4nc3n(Cc3ccco3)c2=N)cc1C	-3%
O=C(NC(=S)N(Cc1ccccc1)Cc1ccccc1)C1CCCCC1	10%
COC(=O)c1cc(OC)c(OC)cc1NC(=S)N1CCN(C)CC1	-4%
COc1ccc(NC(=O)C2CCCN(S(=O)(=O)c3cccnc3)C2)cc1 (stereo unspecified)	-2%
COc1ccc(CCNS(=O)(=O)c2ccc(F)cc2)cc1OC	1%
CCOc1ccc(C2CC(=O)n3nc(C45CC6CC(CC(C6)C4)C5)nc3S2)cc1OC (stereo unspecified)	-8%
CC1(C)CC(=O)c2cn3ncnc3nc2C1	-19%
O=C(Nc1ccn(Cc2c(F)c(F)c(F)c(F)c2F)n1)c1cccc(Cn2cc([N+](=O)[O-])cn2)c1	6%
CCOc1ccc(C2NC(=O)C(C#N)=C(S)N2c2ccc(OC)cc2)cc1OC (stereo unspecified)	-4%
CCOC(=O)c1oc2cc(O)ccc2c(=O)c1-c1ccccc1OC	-7%
CCN1CCCC1CNC(=O)CSc1cc(=O)n(CC)c2ccccc12 (stereo unspecified)	-8%
CC1CCN(C(NC(=O)c2ccco2)C(=O)c2ccccc2)CC1 (stereo unspecified)	-15%
OCCN(CCO)Cc1ccc(Br)cc1	-2%
COc1ccc(Cl)cc1N(S(=O)(=O)c1ccc(NC(C)=O)cc1)S(=O)(=O)c1ccc(NC(C)=O)cc1	8%
CCOc1ccc(-c2nc3nc(C)c(Br)cc3[nH]2)cc1	-4%
CCOc1ccc2nc(COC(=O)c3ccco3)c(C(C)=O)[n+]([O-])c2c1	4%
O=C1CCCN1CC(O)CS(=O)(=O)c1ccc(Cl)cc1 (stereo unspecified)	-9%
COc1cccc(C2c3c(-c4cc(Cl)c(C)cc4O)n[nH]c3C(=O)N2Cc2cccnc2)c1 (stereo unspecified)	2%
CC1(C)c2ccccc2N2CC(=O)NC21/C=C/c1ccco1 (stereo unspecified)	5%
COCCNC(=O)c1ccc2c(c1)NC(=O)CS2	19%
CCOC(=O)c1ccc(-c2ccc(C(=O)Nc3cccnc3)o2)cc1	-14%

In the list so far, two contain an aryl thioether with sulfur outside any ring:
SMILES	EphA4 KYL inhibition
COc1ccc(OC)c(-n2c(SCC(=O)NCc3ccco3)nnc2-c2c[nH]c3ccccc23)c1	0%
CCN1CCCC1CNC(=O)CSc1cc(=O)n(CC)c2ccccc12 (stereo unspecified)	-8%

Three records picked at random from those above, as already listed:
SMILES	EphA4 KYL inhibition
COc1ccc(OC)c(-n2c(SCC(=O)NCc3ccco3)nnc2-c2c[nH]c3ccccc23)c1	0%
CCOc1ccc(C2CC(=O)n3nc(C45CC6CC(CC(C6)C4)C5)nc3S2)cc1OC (stereo unspecified)	-8%
CCN1CCCC1CNC(=O)CSc1cc(=O)n(CC)c2ccccc12 (stereo unspecified)	-8%

Next section:
SMILES	EphA4 KYL inhibition
O=C(NC(=S)N1CCOCC1)c1ccccc1	-10%
Cc1ccccc1OCC(=O)NC(=S)Nc1ccc(S(=O)(=O)NC2CCCCC2)cc1	-10%
O=C1C=CC(=O)N1c1ccc(Br)cc1[N+](=O)[O-]	-9%
Cc1ccccc1N1C(S)=C(C#N)C(=O)NC1c1cccs1 (stereo unspecified)	-1%
COCCOC(=O)c1c(C)n(C)c2ccc(OC(=O)C3CC3)cc12	16%
CCOc1ccc(NC(=O)CCCc2cc(-c3ccc(OCC)cc3)on2)cc1	0%
Cc1ccc(C(=O)CN(C(=O)c2ccc(Cl)c(Cl)c2)N2C(=O)C3CCCCC3C2=O)cc1C (stereo unspecified)	-4%
CC(C)(C)C(=O)Nc1ccccc1C(=O)NCc1ccco1	7%
COC(=O)c1ccccc1NC(=O)c1cnn2c(C(F)(F)F)cc(-c3ccc(OC)c(OC)c3)nc12	2%
CC(CN1CCCCC1)OC(=O)c1cc2ccccc2o1 (stereo unspecified)	-5%
O=C(NCc1ccc2c(c1)OCO2)C(c1ccccc1)c1ccccc1	-9%
CC(C)Cc1nc(N2CCN(C(=O)Cc3ccccc3)CC2)c(C#N)c2c1COC(C)(C)C2	-8%
CC1=NN(C(C)C)C(=O)C1	-10%
CCN(CC)C(=O)CCNS(=O)(=O)c1ccc(C)cc1	-16%
CCCOC(=O)c1ccc(NC(=O)c2ccc(C)c([N+](=O)[O-])c2)cc1	5%
COc1ccc2nc(NC(=O)CCc3nc(-c4ccccc4F)no3)sc2c1	-10%
O=C(Cc1ccccc1)NC1CCN(S(=O)(=O)c2cccc(F)c2)CC1	0%
O=C(Cn1ccc2ccccc2c1=O)NCCC(=O)Nc1ccc2c(c1)OCCO2	-10%
COc1cccc2[nH]c3c(N4CCCCC4)ncnc3c12	2%
Cn1c(=O)[nH]c(=O)c2c1nc(CN1CCN(c3cccc(Cl)c3)CC1)n2CCN1CCOCC1	9%
COc1ccc(C2OC(=O)CC2C(=O)NC2CCCCCC2)cc1OC (stereo unspecified)	-1%
CC(C)NC(=O)c1ccccc1N(Cc1ccccc1)S(C)(=O)=O	1%
COc1ccccc1NC(=O)c1nn(C)cc1Br	-14%
CCC1=NN(C(=O)c2cccc(C)c2O)C(O)(c2ccc(Br)cc2)C1 (stereo unspecified)	0%
c1ccc(Oc2ccc(-c3ccnc4nc(N5CCN(c6ccccc6)CC5)nn34)cc2)cc1	14%

6 compounds from above, arranged by formula weight, descending:
SMILES	EphA4 KYL inhibition
CC(C)Cc1nc(N2CCN(C(=O)Cc3ccccc3)CC2)c(C#N)c2c1COC(C)(C)C2	-8%
COc1ccc2nc(NC(=O)CCc3nc(-c4ccccc4F)no3)sc2c1	-10%
COc1ccc(C2OC(=O)CC2C(=O)NC2CCCCCC2)cc1OC (stereo unspecified)	-1%
O=C(NCc1ccc2c(c1)OCO2)C(c1ccccc1)c1ccccc1	-9%
Cc1ccccc1N1C(S)=C(C#N)C(=O)NC1c1cccs1 (stereo unspecified)	-1%
O=C(NC(=S)N1CCOCC1)c1ccccc1	-10%

The list goes on:
SMILES	EphA4 KYL inhibition
CC(=O)c1ccc(NC(=S)N2C(C)CCCC2C)cc1 (stereo unspecified)	-5%
COCCOC(=O)c1c(C)n(C)c2ccc(OC(=O)c3cccs3)cc12	-14%
CCOC(=O)c1conc1-c1ccc(Br)cc1	-3%
CCOC(=O)CNC(=O)CSc1nc(Cc2cccs2)nc2ccccc12	-21%
COc1ccc(C2C(C(=O)N3CCCCC3)c3ccccc3C(=O)N2C)cc1 (stereo unspecified)	-7%
Cc1ccc(Nc2cc(C)nn2-c2nc(C)cc(=O)[nH]2)cc1	-7%
Cc1noc(C)c1S(=O)(=O)Nc1ccc(C(=O)O)cc1	2%
CN1C(=O)c2oc3ccccc3c(=O)c2C1c1ccncc1 (stereo unspecified)	0%
N#CCCN(Cc1cccnc1)C(=O)c1ccc(S(=O)(=O)N2CCOCC2)cc1	-5%
CC1CC(C)CN(CCCNC(=O)C2CCN(S(=O)(=O)N3CCCCC3)CC2)C1 (stereo unspecified)	-8%
Cc1ccc2c(CC(=O)OC3CCOC3=O)coc2c1 (stereo unspecified)	-7%
O=C1C2CCCN2C(c2ccccc2)N1c1cccc(Cl)c1 (stereo unspecified)	-2%
CCCC(C)NC(=O)c1ccc2[nH]c3c(c2c1)CC(C)CC3 (stereo unspecified)	13%
O=[N+]([O-])c1ccc(N/C(=N/S(=O)(=O)c2ccc(Cl)cc2)c2ccccc2)cc1	-11%
COC(=O)c1[nH]c(C)c(/C(O)=C2\C(=O)C(=O)N(CCN(C)C)C2c2ccc(OC)cc2)c1C (stereo unspecified)	-16%
CC(C(=O)Nc1ccccc1F)N1C(=O)c2ccccc2C1=O (stereo unspecified)	4%
O=C(NCCN1CCOCC1)c1cccs1	15%
Cc1ccc(C)c(C(=O)CN2C3=NCCCN3c3ccccc32)c1	6%
CC(=O)NCCc1cc2cc(C)c(C)cc2[nH]c1=O	-4%
COc1ccc(CCNC(=O)CN(c2ccccc2OC)S(C)(=O)=O)cc1OC	6%
O/N=C(\Cc1cscn1)c1ccc(O)cc1O	-11%
Cc1csc(NC(=O)C2CCCCC2C(=O)O)n1 (stereo unspecified)	-1%
c1ccc2c(c1)ncn2CCCOc1ccc2c(c1)CCC2	-16%
CCOc1ccc(S(=O)(=O)N(C)c2ccc(OCC(=O)NCc3ccco3)cc2)cc1	0%
COc1ccccc1OC(=O)c1ccc(S(=O)(=O)N(C)C)cc1	-11%
Cc1cc2cc(CN(Cc3ccc4c(c3)OCO4)C(=O)c3cnccn3)c3nnnn3c2cc1C	1%
Cc1ccccc1C(=O)Nc1ccc(-c2cnc(-c3ccc(NC(=O)c4ccccc4C)cc3)nc2)cc1	-19%
CCCCNC(=S)NNC(=O)c1csc2c1CCC(C)C2 (stereo unspecified)	-2%
Cc1c(Cl)cccc1NC(=O)/C=C/c1ccccc1Cl	-8%

Four entries from above, with each value named:
structure: COC(=O)c1[nH]c(C)c(/C(O)=C2\C(=O)C(=O)N(CCN(C)C)C2c2ccc(OC)cc2)c1C (stereo unspecified)
- EphA4 KYL inhibition: -16%

structure: CC(C(=O)Nc1ccccc1F)N1C(=O)c2ccccc2C1=O (stereo unspecified)
- EphA4 KYL inhibition: 4%

structure: O=C(NCCN1CCOCC1)c1cccs1
- EphA4 KYL inhibition: 15%

structure: Cc1ccc(C)c(C(=O)CN2C3=NCCCN3c3ccccc32)c1
- EphA4 KYL inhibition: 6%
